Screening results from PubChem BioAssay.
KLK5 inh: human KLK5 protease inhibitors, primary screen, biochemical, 1536-well; Kallikrein-5 (Homo sapiens), Q9Y337; recombinant hK5, fluorogenic AMC substrate cleavage; inhibition, % at 5 µM; 0.59% of 210,000 active;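 active means inhibition of 40% or more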;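 further: 0% = enzyme controls without compound and 100% = no-enzyme blanks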
Thrombin inh: human alpha-thrombin inhibitors, primary screen, counter-screen for coagulation protease inhibitor project, biochemical, 1536-well, fluorogenic AMC substrate | Boc-VPR-AMC fluorogenic substrate cleavage | 0.26% of 220,000 active | inhibition, % at 5 µM | Prothrombin (Homo sapiens), P00734;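 active means inhibition at or above 40%; inactive means inhibition below 40%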;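 further: 0% = enzyme with no compound and 100% = wells without enzyme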
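Test system: human alpha-thrombin protein / Dosing: one concentration per compound, 5 µM, with 0.2% DMSO / Medium: pH 7.5 Tris-saline with Tween 20 / Benchmarks: no-compound enzyme wells and no-enzyme blanks / Read-out basis: percent inhibition of thrombin substrate cleavage / Timing: reaction at room temperature / Measured by: fluorescence, ex 355 nm, em 460 nm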
FXIa inh 1536: human FXIa protease inhibitors, primary screen, biochemical, 1536-well; 0.14% of 220,000 active; purified FXIa, Boc-Glu-Ala-Arg-AMC fluorogenic substrate; AID 798, 2007; inhibition, % at 5 µM;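 active means inhibition of at least 40%; inactive means inhibition below 40%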;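 further: fluorescence of freed AMC excited at 355 nm; 0% = enzyme without compound and 100% = no enzyme blank; many of its hits are not listed in these tables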
FXIIa inh 1536: human FXIIa protease inhibitors, primary screen, biochemical, 1536-well. purified FXIIa, Boc-QGR-AMC fluorogenic substrate, 2 h. inhibition, % at 5 µM. 0.3% of 220,000 active. AID 800, 2007; in the data active means inhibition above about 40%;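 further: 0% = enzyme with no compound and 100% = blank without enzyme; many of its hits are not listed in these tables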
p97 ATPase inh: inhibitors of human p97 ATPase, primary screen, biochemical | Transitional endoplasmic reticulum ATPase (Homo sapiens), P55072 | recombinant p97 ATPase, Kinase-Glo ATP luminescence, 3 h | inhibition, % at 8 µM | 0.42% of 220,000 active | AID 1481, 2009; in the data active means inhibition above about 15%;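 further: 0% = DMSO vehicle and 100% = wells lacking enzyme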
PERK inhibitor: block of dimerizer-induced PERK translation repression, primary screen, PERK inhibitor project, CHO PERK-DD cells, SEAP luminescence, HTS | Eukaryotic translation initiation factor 2-alpha kinase 3 (Homo sapiens), Q9NZJ5 | CHO PERK-DD fusion, SEAP luminescence translation reporter | inhibition, % at 5.6 µM | 0.17% of 220,000 active;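 active means inhibition above the mean inhibition of all tested compounds plus 3 SD, set separately per screening campaign, cut at about 2.9% in these data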;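 further: PERK kinase domain activated by AP20187 dimerizer at 100 nM; 0% = DMSO with dimerizer and 100% = rapamycin at 8.4 µM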
Furin inhibitor: human furin inhibitors, primary screen, biochemical, fluorescence intensity; inhibition, % at 30 µM; P09958; AID 463115, 2010; purified furin, fluorogenic substrate cleavage; 0.061% of 220,000 active; in the data active means inhibition above about 25%; further: inactives centre near -15
Cl transport mod: KCC2 cotransporter modulators, thallium flux, primary screen, cell-based, HEK293 KCC2, FluoZin-2 fluorescence, MLSMR. KCC2 cells, thallium flux FluoZin-2 fluorescence. B-score of Tl+ flux slope (higher = more flux/activation; lower = inhibition) at 10 µM. 2.2% of 190,000 active. AID 1456, 2008;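 active means thallium flux slope and its plate-corrected score both differing from the plate sample mean at a set confidence after two filtering rounds, in either direction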;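 further: slope of fluorescence scaled to starting intensity during 10 to 20 s after thallium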
Target sequence (Q9H2X9 whole entry, looked up): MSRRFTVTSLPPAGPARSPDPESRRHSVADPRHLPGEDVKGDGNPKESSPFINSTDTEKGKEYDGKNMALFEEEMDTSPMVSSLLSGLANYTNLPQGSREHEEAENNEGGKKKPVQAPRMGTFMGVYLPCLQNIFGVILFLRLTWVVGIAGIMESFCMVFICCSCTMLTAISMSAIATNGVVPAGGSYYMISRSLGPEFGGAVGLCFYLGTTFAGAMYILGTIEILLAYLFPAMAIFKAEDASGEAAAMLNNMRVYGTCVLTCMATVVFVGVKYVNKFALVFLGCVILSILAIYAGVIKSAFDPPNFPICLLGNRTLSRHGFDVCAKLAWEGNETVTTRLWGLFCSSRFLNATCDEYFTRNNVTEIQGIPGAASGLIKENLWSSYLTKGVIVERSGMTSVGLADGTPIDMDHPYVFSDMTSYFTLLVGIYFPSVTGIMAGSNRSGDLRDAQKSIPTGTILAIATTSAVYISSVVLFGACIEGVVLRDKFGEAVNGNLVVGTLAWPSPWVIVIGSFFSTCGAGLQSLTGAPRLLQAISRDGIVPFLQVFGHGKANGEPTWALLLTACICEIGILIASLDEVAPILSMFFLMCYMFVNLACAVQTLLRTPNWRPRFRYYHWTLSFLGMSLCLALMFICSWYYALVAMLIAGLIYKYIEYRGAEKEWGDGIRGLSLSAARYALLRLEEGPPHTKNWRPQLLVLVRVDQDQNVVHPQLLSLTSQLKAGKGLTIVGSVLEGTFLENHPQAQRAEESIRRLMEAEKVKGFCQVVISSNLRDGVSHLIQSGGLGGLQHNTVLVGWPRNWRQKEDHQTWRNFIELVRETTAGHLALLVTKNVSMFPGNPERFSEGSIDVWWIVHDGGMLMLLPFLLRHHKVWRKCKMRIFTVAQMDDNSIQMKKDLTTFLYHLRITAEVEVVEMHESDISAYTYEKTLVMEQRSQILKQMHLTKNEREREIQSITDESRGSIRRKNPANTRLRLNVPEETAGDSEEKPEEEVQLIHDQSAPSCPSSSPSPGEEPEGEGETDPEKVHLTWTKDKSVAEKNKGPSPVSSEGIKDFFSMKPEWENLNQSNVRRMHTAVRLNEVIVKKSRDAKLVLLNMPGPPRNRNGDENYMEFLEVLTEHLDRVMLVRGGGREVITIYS
Wee1 degr inh: Wee1 degradation inhibitors, primary screen, cell-based, HeLa, Wee1K328M-luciferase, luminescence; Wee1-like protein kinase (Homo sapiens), P30291; HeLa Luc-Wee1K328M stability; 100% = proteasome inhibitor MG132 effect; reporter increase, % at 5 µM; 1.2% of 220,000 active;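 active means activation above the mean of all tested compounds plus 3 SD, set per screening run, cut at about 8.8% in these data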;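 further: cells exposed to compound for 20 h before luminescence read; 0% = DMSO alone and 100% = MG132 at 30 µM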
* hit, by the source's call; . = not tested or not shown; [ ] = remark or other dose.

SMILES	KLK5 inh	Thrombin inh	FXIa inh 1536	FXIIa inh 1536	p97 ATPase inh	PERK inhibitor	Furin inhibitor	Cl transport mod	Wee1 degr inh
Cc1ccc2c(CSc3nnnn3C)cc(=O)oc2c1	-11	-2	-7	5	2	1.7	-13	0.41	0
O=C(Cn1cnc2ccccc2c1=O)NNC(=O)c1ccccc1	-1	-12	-1	1	8	0.6	-22	0.55	3
CCN(C(=O)CSc1cc(C)c2ccc(OC)cc2n1)C1CCS(=O)(=O)C1 (stereo unspecified)	0	-2	-1	6	6	0.7	-26	-1.3	1
O=C(CCSc1nnc2ccccn12)Nc1ccc2c(c1)OCO2	-1	18	0	13	6	0.2	-33	-0.83	3
C=CCN(CC(=O)NC1CCS(=O)(=O)C1)S(=O)(=O)c1ccccc1C(F)(F)F (stereo unspecified)	3	-2	9	13	-5	0.6	-9	0.28	2
CCSc1nc2ccccc2n1CC(=O)N1CCOCC1	-9	0	8	10	4	-0.1	-13	-0.026	-2
Cc1ccc(NC(=O)CN(c2ccc3c(c2)OCO3)S(=O)(=O)c2c(C)n[nH]c2C)cc1	-1	-5	0	5	2	0.3	-11	-1.8	-1
O=C(Cn1cccc1C(=O)c1ccccc1)NCc1ccc2c(c1)OCO2	1	-4	-7	5	3	0.7	-2	.	-3
CCN1CCN(C(=O)CN(Cc2ccccc2)S(C)(=O)=O)CC1	-1	-5	-2	2	3	0.5	-29[20 µM]	-0.53	1
Cc1ccc(N=C2NC(=O)CC(C(=O)Nc3ccc4c(c3)OCO4)S2)cc1 (stereo unspecified)	-9	-8	-2	-8	4	0.4	-23	-7.9e-05	-2
Cc1ccc(NS(=O)(=O)c2ccc(N/N=C/c3ccccc3OCC(=O)O)c([N+](=O)[O-])c2)c(C)c1	10	0	4	16	-1	0.1	-24	-0.087	0
O=C(Nc1ccccn1)c1csc2c1CCCC2	2	-7	-2	10	-2	-0.3	-12	.	18*
Cc1ccc2c(Cl)c(C(=O)Nc3ccc4c(c3)OCO4)sc2c1	-5	-11	-9	0	-3	0.1	-7	-0.19	-2
COC(C(=O)Nc1ccc(Cl)cc1C)c1ccccc1 (stereo unspecified)	-11	-6	-1	7	4	0.2	-29	0.59	1
O=C(N/N=C/c1ccco1)c1cc(C2CC2)nc2ccccc12	-3	-1	-1	5	-1	0.2	-10	0.8	-1
Cc1ccc(/C=C/C(=O)Nc2ccc(N(C)C)cc2)o1	29	33	16	39	1	0.5	16	-0.18	2
CSCCC(NC(=O)OC(C)(C)C)C(=O)NC(CC(C)C)C(N)=O (stereo unspecified)	-20	1	-6	12	-5	0.1	-3[20 µM]	0.17	-2
COc1ccccc1NC(=O)CSc1ncn(-c2ccccc2)n1	-11	-10	-4	-5	-5	-0.5	-23[20 µM]	-0.47	2
COc1ccc(Cl)cc1NC(=O)NC(C)c1ccncc1 (stereo unspecified)	38	14	1	24	-6	-1.4	-17[20 µM]	0.012	1
N#Cc1nc(COc2ccc(F)cc2)oc1N1CCCCC1	-9	0	-5	3	0	0.5	-12	-1.1	4
CCOC(=O)COc1ccc(Cl)cc1C1NC(=O)NC(C)=C1C(C)=O (stereo unspecified)	-1	4	10	24	3	0.9	-17[20 µM]	0.27	3
O=C(c1ccc(F)cc1)N(NC(=O)C(O)(c1ccccc1)c1ccccc1)c1ccccc1	-22	-5	-8	4	-2	-0.2	-2	-0.28	-1
CCOC(=O)N1CCN(C(=O)CCCOc2ccccc2)CC1	1	4	4	12	-2	-0.2	-18[20 µM]	0.18	-2
O=c1[nH]n2c(=O)c3c([nH]c2c1N=Nc1cccc(Cl)c1)CCC3	-47	0	-1	0	-3	-0.1	6	-1.6	6
CN(C)S(=O)(=O)c1cccc(NC(=O)COC(=O)c2cc(-c3cccc(Br)c3)nc3ccccc23)c1	-12	-1	8	9	0	-0.1	-11	-0.28	0
CC(C)CC(NC(=O)C(NC(=O)OC(C)(C)C)C(C)C)C(N)=O (stereo unspecified)	4	-5	5	9	2	-0.9	-20	0.81	1
N#C/C(=C(/O)c1ccco1)c1nc2ccccc2[nH]1	-13	6	-1	9	1	-0.6	-16	-0.38	2
O=C(CCCn1c(SCc2cccc([N+](=O)[O-])c2)nc2ccccc2c1=O)NCC1CCCO1 (stereo unspecified)	4	-10	-1	5	-9	0.1	-9	-0.11	1
CCC1CCCCN1C(=O)c1c(-c2ccccc2)noc1C (stereo unspecified)	2	5	17	22	-2	0.3	-20[20 µM]	-0.0026	0
CN(C)/C=N/c1cnc(C(=O)c2ccc(Cl)cc2)n1C	1	-6	-4	-2	-2	0.3	-6	-0.67	5

2 entries picked at random from those above, as already listed:
SMILES	KLK5 inh	Thrombin inh	FXIa inh 1536	FXIIa inh 1536	p97 ATPase inh	PERK inhibitor	Furin inhibitor	Cl transport mod	Wee1 degr inh
COc1ccccc1NC(=O)CSc1ncn(-c2ccccc2)n1	-11	-10	-4	-5	-5	-0.5	-23[20 µM]	-0.47	2
O=c1[nH]n2c(=O)c3c([nH]c2c1N=Nc1cccc(Cl)c1)CCC3	-47	0	-1	0	-3	-0.1	6	-1.6	6

(more compounds)
SMILES	KLK5 inh	Thrombin inh	FXIa inh 1536	FXIIa inh 1536	p97 ATPase inh	PERK inhibitor	Furin inhibitor	Cl transport mod	Wee1 degr inh
Cc1ccc(CN2CCN(/N=C\C=C\c3ccccc3)CC2)cc1	-2	-5	-1	2	2	1.2	-20	0.61	-2
Cc1n[nH]c(C)c1Sc1ccccc1N	0	-15	-4	4	3	0.5	-15	0.65	0
Cc1ccc(CNC(=O)c2ccccc2SCC(=O)NCC2CCCCC2)cc1	-2	7	9	8	6	0.4	-14	-0.5	-1
COCC(C)NC(=O)CCc1nnc(C2(c3ccc(Cl)cc3)CCC2)o1 (stereo unspecified)	.	-1	-2	10	1	0.3	-32	0.16	8.9*
CCO[C@H]1OC(C(N)=O)=C[C@@H](C2CCCCC2)[C@@H]1CCCO	-5	-6	-3	1	-3	1.1	-21	-0.073	-1
O=C(c1ccccn1)c1ncc(C(F)(F)F)cc1Cl	7	3	4	18	-2	0.9	-8[20 µM]	0.26	-5
CCOC(=O)c1c(NS(=O)(=O)Cc2ccccc2)sc2c1CCCC2	-10	-7	0	5	-12	-0.8	-5[20 µM]	144*	3
O=C(CCc1ccc(S(=O)(=O)NC2CCCCC2)cc1)NCc1ccc(Cl)cc1	-24	-10	-7	-9	0	-1.1	-9[20 µM]	0.058	1
COCCCN1C(=O)C(=O)/C(=C(/O)c2ccc3c(c2)CC(C)O3)C1c1cccnc1 (stereo unspecified)	23	12	8	12	-2	1.0	-11[20 µM]	0.23	-1
Cc1ccccc1NC(=O)CSc1nc2cc3c(cc2cc1C)CCC3	8	1	2	21	4	1.2	-27[20 µM]	0.093	4
COc1ccc(COn2c(=O)c(C)[n+]([O-])c3ccccc32)cc1OC	-1	4	3	19	-2	-0.8	-22[20 µM]	0.64	-3
O=C1CN(C(=O)c2ccc(Cl)c(S(=O)(=O)N3CCc4ccccc43)c2)c2ccccc2N1	5	1	1	6	6	0.8	-17	-1.1	0
Cn1c(=O)c2c(nc(NCc3cccnc3)n2Cc2cccc(C(F)(F)F)c2)n(C)c1=O	4	-2	7	9	-4	-0.9	-15[20 µM]	0.062	1
CC(=O)Nc1ccc(N/C=C(\C=O)c2nc3ccccc3o2)cc1	5	7	1	11	6	1.6	-14	1.4	-5
O=C(C1CC(c2ccccc2O)=NO1)N1CCCC1 (stereo unspecified)	-15	1	1	16	2	0.7	-16[20 µM]	-0.0011	2
CCOC(=O)C(C(=O)N1CCOCC1)C1CCCCC1 (stereo unspecified)	3	-10	-3	3	-2	-0.7	-17[20 µM]	-0.1	0
O=c1[nH]c(/C(Cl)=C/c2cccc(C(F)(F)F)c2)nc2cc(Cl)ccc12	-10	-4	2	9	2	0.7	-4	1.3	5
COCCn1c(SCC(=O)c2ccc3c(c2)OCCO3)nnc1C(C)C	6	0	2	15	-1	0.1	-19[20 µM]	-1.1	-1
COC(=O)C(=C/C=C/N1CCOCC1)C(=O)OC	2	0	3	6	4	0.7	-6	1.2	1
COC(c1ccccc1)c1nnc(CCC(=O)NC2C3CC4CC(C3)CC2C4)o1 (stereo unspecified)	-3	-12	-3	2	4	0.8	-20	0.24	-2

Ordered by molar mass (rising): part of the list above.
SMILES	KLK5 inh	Thrombin inh	FXIa inh 1536	FXIIa inh 1536	p97 ATPase inh	PERK inhibitor	Furin inhibitor	Cl transport mod	Wee1 degr inh
COC(=O)C(=C/C=C/N1CCOCC1)C(=O)OC	2	0	3	6	4	0.7	-6	1.2	1
CCOC(=O)C(C(=O)N1CCOCC1)C1CCCCC1 (stereo unspecified)	3	-10	-3	3	-2	-0.7	-17[20 µM]	-0.1	0
CC(=O)Nc1ccc(N/C=C(\C=O)c2nc3ccccc3o2)cc1	5	7	1	11	6	1.6	-14	1.4	-5
COc1ccc(COn2c(=O)c(C)[n+]([O-])c3ccccc32)cc1OC	-1	4	3	19	-2	-0.8	-22[20 µM]	0.64	-3
COCCn1c(SCC(=O)c2ccc3c(c2)OCCO3)nnc1C(C)C	6	0	2	15	-1	0.1	-19[20 µM]	-1.1	-1
CCOC(=O)c1c(NS(=O)(=O)Cc2ccccc2)sc2c1CCCC2	-10	-7	0	5	-12	-0.8	-5[20 µM]	144*	3
O=c1[nH]c(/C(Cl)=C/c2cccc(C(F)(F)F)c2)nc2cc(Cl)ccc12	-10	-4	2	9	2	0.7	-4	1.3	5
COC(c1ccccc1)c1nnc(CCC(=O)NC2C3CC4CC(C3)CC2C4)o1 (stereo unspecified)	-3	-12	-3	2	4	0.8	-20	0.24	-2
COCCCN1C(=O)C(=O)/C(=C(/O)c2ccc3c(c2)CC(C)O3)C1c1cccnc1 (stereo unspecified)	23	12	8	12	-2	1.0	-11[20 µM]	0.23	-1
Cn1c(=O)c2c(nc(NCc3cccnc3)n2Cc2cccc(C(F)(F)F)c2)n(C)c1=O	4	-2	7	9	-4	-0.9	-15[20 µM]	0.062	1
O=C1CN(C(=O)c2ccc(Cl)c(S(=O)(=O)N3CCc4ccccc43)c2)c2ccccc2N1	5	1	1	6	6	0.8	-17	-1.1	0

(next part)
SMILES	KLK5 inh	Thrombin inh	FXIa inh 1536	FXIIa inh 1536	p97 ATPase inh	PERK inhibitor	Furin inhibitor	Cl transport mod	Wee1 degr inh
N#Cc1c(N)nc(Sc2ccc(Cl)cc2)c(C#N)c1-c1ccccc1Cl	-9	-1	-6	5	5	1.4	-22	0.25	-1
Cc1cc(C)c2c(N)c(C(=O)c3ccccc3)oc2n1	-18	17	-1	8	-5	0.9	1[20 µM]	.	1
O=C(CN1c2ccccc2Sc2ccccc21)N/N=C/c1ccc(Cl)cc1Cl	6	2	3	7	-1	1.8	-16	-0.083	-1
Cc1cccc(NC(=S)Nc2ccc(Oc3ccccc3)cc2)n1	-3	-5	-1	4	-3	1.4	-11	2	2
CCN1CCN(Cc2c(C)[nH]c3ccc(OC)cc3c2=O)CC1	-12	-2	-7	7	5	-1.2	-18[20 µM]	.	-1
